MLL CXXC-DNA inh = blocks binding of human MLL CXXC domain to DNA | MLL-CXXC / FITC-HOXA9 DNA fluorescence polarization | Q03164 | Potency, µM (series often up to 115 µM), for inactives: top-dose activity change, negative = inhibition, actives largely listed as inhibitors | 290,000 tested, 0.037% active; active = well fitted inhibition curve with a large enough effect in the polarisation, with a control signal flat, not every such curve was filed as active; inconclusive = small, poorly fitted or top-dose-only effect, or effect the other way, or a change in a side signal; inactive = no such curve, though single readings can be large or run the other way; the % refers to the polarisation; also: potency is read from the fitted curve at half-maximal effect
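Fluorescence polarization: 7 uM MLL-CXXC (stock) preincubated 5 min with compounds, then 50 nM fluorescein-HOX-A9 DNA (stock) added; 30 min ambient. Buffer 50 mM Tris-HCl pH 7.5, 50 mM NaCl, 1 mM DTT, 0.05% BSA.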
PTAP TSG101 blk = blocks PTAP/TSG101 interaction to inhibit HIV-1 budding. Q99816. Fluorescence polarization, FITC-PTAP peptide / Tsg101 binding. Potency, µM (highest dose often 115 µM), without a hit: at the top dose activity change, negative = inhibition, usual class: inhibitors. 340,000 tested, under 10 active. AID 493005; active = well fitted inhibition curve with a large enough effect in the main read-out, with a control signal flat, not every such curve was filed as active; inconclusive = small, poorly fitted or top-dose-only effect, or effect the other way, or a change in a side signal; inactive = no such curve, though single readings can be large or run the other way; also: potency is read from the fitted curve at half-maximal effect; % of control where 0% means no effect
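FP read-out: FITC-PTAP peptide, 50 nM final, binding Tsg101 binding domain, 10 uM final; 20 min, r.t.; 10 mM HEPES pH 7.5, 0.15 M NaCl, 0.01% Tween 20, 3 mM EDTA, 0.1 mM TCEP.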
ELG1 DNA repair = ELG1-dependent DNA repair inhibition. HEK293T ELG1-luciferase reporter, luminescence, 16 h; DNA damage induced by 5-fluorouridine. Potency, µM (series often up to 46.1 µM), without a hit: at the highest dose activity change, negative = inhibition, actives largely listed as inhibitors. 330,000 tested, 2.3% active. AID 504467; also: potency is read from the fitted curve at half-maximal effect; % is scaled to controls: 0 for no effect and ±100 for the full control effect; nearly all actives have a fitted effect of over 55% in size
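HEK293T cells expressing luciferase-tagged ELG1 (2,000/well) received 5-Fluorouridine plus compound or DMSO for 16 hr at 37 °C. Luciferase was read by ONE-Glo luminescence after 30 min at room temperature.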
B2AR arrestin = recruits beta-arrestin to the human beta2-adrenergic receptor; P07550; 330,000 tested, 0.02% active; AID 492947; Potency, µM (top dose mostly 46.1 µM), inactives show at the highest dose activation, actives largely listed as activators; beta-arrestin recruitment to beta2AR, cell-based reporter;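 also: potency is read from the fitted curve at half-maximal effect; 0% = DMSO controls and full agonism = EC100 isoproterenol or metaproterenol; nearly all actives have a fitted effect of over 65% in size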
p53 reactivator = restores transcriptional activity of mutant p53; 320,000 tested, 0.063% active; Potency, µM (top dose mostly 92.2 µM), without a hit: at the top dose activity change, positive = activation, hits mostly activators; H1299 p53-A138V BP100-luciferase reporter, luminescence, 24 h; also: potency is read from the fitted curve at half-maximal effect; % of control where 0% means no effect; nearly all actives have a fitted effect of over 45% in size
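p53-null H1299 cells stably carrying temperature-sensitive p53-A138V and a BP100-luciferase reporter were pinned with compounds (4-point, 1:5 series) and held 24 hrs at 37 deg C. Luminescence was read 10 min after detection reagent.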
TCR act = activates T cell receptor signaling; Potency, µM (doses to about 9.22 µM), for inactives: at the top dose activation of IL-2 secretion, most hits filed as activators; primary human leukocytes, anti-CD3, IL-2 HTRF, 48 h; 330,000 tested, under 10 active; also: % of control where 0% means no effect
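IL-2 produced over 48 hr by a-CD3 bead-stimulated primary human leukocytes exposed to compounds was detected with a homogeneous time-resolved FRET immunoassay, 665nm acceptor signal after 320nm excitation.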
AT treatment = potential ataxia-telangiectasia treatments restoring KAP-1 phosphorylation. […] A-T fibroblasts, KAP-1 phosphorylation AlphaLISA; neocarzinostatin DNA damage 30 min before lysis. AID 485349. Potency, µM (highest dose often 57.5 µM), for the others: at the highest dose activation, usual class: activators. 320,000 tested, 0.19% active; also: potency is read from the fitted curve at half-maximal effect; % of control where 0% means no effect; nearly all actives have a fitted effect of over 45% in size
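ATM-like activity read as KAP-1 phosphorylation via AlphaLISA donor/acceptor antibody pairs after lysis and 6 hr at 25C. Cells were ATM-null patient fibroblasts ([…], hTERT), dosed 60 min, then exposed to the DSB inducer NCS for 30 min.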
a7 integrin act = activates integrin-mediated alleviation for muscular dystrophy | 350,000 tested, 0.064% active | alpha7betagal myoblasts, beta-gal FDG fluorescence, 48 h | Potency, µM (series often up to 38.3 µM), inactives show at the top dose activation, usual class: activators;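 also: potency is read from the fitted curve at half-maximal effect; 100% = response of the positive control SU9516; nearly all actives have a fitted effect of over 60% in size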
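Alpha7betagal+/- myoblasts (passage 13) were plated 16-24 hr, then exposed to compounds (1:260 dilution of DMSO stock) for 48 hours at 37C. After MPER lysis, β-galactosidase reporter activity was read as FDG fluorescence (ex 480/em 540) after 30 minutes.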
BRCA1 expr act = BRCA1 expression activation | MCF7-BRCA1-FFLuc reporter, luminescence, 48 h; response scale: scaled: vehicle 0%, 10 µM genistein 100% | Potency, µM (titrated, usually from 46.1 µM), for inactives: top-dose activation, usual class: activators | 380,000 tested, 1.1% active; also: potency is read from the fitted curve at half-maximal effect; nearly all actives have a fitted effect of over 80% in size; some results filed as inactive show a strong effect at the top dose
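MCF7-BRCA1-FFLuc, 2000 cells/well; 2 h attach, 37 °C/5% CO2; compound 48 h; luciferase substrate 15 min; luminescence end-point. Norm. to genistein 10 microM max activation and DMSO; concentration-response curves fitted.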
TRPV1 agonist = agonists of human vanilloid receptor 1 (TRPV1); 320,000 tested, 0.19% active; TRPV1-expressing cells, Fluo-8 calcium influx, agonist mode; activation, % at 8.33 µM; Q8NER1; in the data active = activation above about 80%; inconclusive = between about 30% and that limit; also: 0% is about no effect
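TRPV1-expressing cells were cultured overnight at 35.5C and loaded with Fluo-8 calcium dye for 40 to 90 min at room temperature. After a 10 s baseline, compound was added and calcium influx was read kinetically for 3 min (ex 480/em 520 nm).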
Numbers without * were called inactive; ? = inconclusive; / = not tested or not shown; & = joins results of further samples; [ ] = another dose, or the depositor's remark. Unless noted, calls follow the shape of the dose curve; as a rule, active = well fitted curve in the direction sought with a large enough effect; inconclusive = small, poorly fitted or top-dose-only effect, or another doubt; inactive = no such curve, though single readings can be large; an effect the other way counts as inactive or inconclusive.

Results follow in this order: MLL CXXC-DNA inh	PTAP TSG101 blk	ELG1 DNA repair	B2AR arrestin	p53 reactivator	TCR act	AT treatment	a7 integrin act	BRCA1 expr act	TRPV1 agonist
Cc1cccc(N2CCN(C(=O)c3ccc4c(c3)OCCO4)CC2)c1C
 : -2%	2%	-5%	0.3%	-4%	/	3%	-33%	-48%	?
Cc1ccccc1N(CC(=O)NCc1ccco1)C(=O)CNS(=O)(=O)c1ccc(F)cc1
 : -8%	4%	-9%	-0.1%	0%	1%	13%	-30%	-1%	0
N#Cc1c(-c2ccccc2Cl)noc1/C=C/Nc1ccc(C(=O)O)cc1
 : 0%	0%	19%	-0.2%	8%	-2%	-2%	19%	24%	2
Fc1cccc(CSc2nnc3c(n2)[nH]c2ccccc23)c1
 : 2%	-4%	?	-0.1%	15%	-1%	3%	-43%	93%	3
COc1ccc2c(N)c(C(=O)NN)[nH]c2c1
 : 48%[activator]	-3%	-11%	-0.7%	-1%	-2%	-2%	-15%	-18%	-4
COC(=O)c1ccccc1NC(=O)COC(=O)c1ccccc1N=Nc1ccc(N(C)C)cc1
 : 5%	-1%	?	-1.2%	?	-6%[46.1 µM]	-2%	-29%	-20%	30
CCc1cc2c(=O)c(-c3nc(C)cs3)coc2cc1O
 : -2%	-1%	?	-0.2%	?	-2%	9%	-12%	19%	6
COc1cccc(N2CCN(S(=O)(=O)c3ccc4c(c3)NC(=O)C(C)C(=O)N4)CC2)c1 (stereo unspecified)
 : -6%	-4%	8%	-0.1%	12%	11%	13%	12%	2%	1
CCOC(=O)c1cnc2[nH]c3ccccc3n2c1=O
 : -12%	1%	4%	0.3%	-1%	4%	5%	3%	78%	7
COc1ccc(C(=O)NC(=S)NC(C)C)cc1Br
 : 6%	0%	19%	0.0%	7%	/	6%	-28%	28%	/
COC(=O)CC(NC(=O)c1ccc(C)cc1)c1ccccc1 (stereo unspecified)
 : -13%	-4%	19%	-0.3%	2%	/	/	-14%	0%	?
Cc1cccc(C)c1NC(=O)CNC(=O)c1cccnc1
 : 8%	-3%	-6%	-0.4%	-1%	2%	-4%	23%	6%	-9
O=C1NCCCCC1NS(=O)(=O)c1ccccc1 (stereo unspecified)
 : 33%	-4%	-3%	-0.2%	-6%	0%	8%	0%	4%	-2
CCCn1c(SCC(=O)NC2CCCCC2)nnc1-c1ccco1
 : 3%	3%	8%	0.0%	0%	-1%	-2%	5%	-7%	0
Nc1ccn([C@H]2CC[C@@H](CO)O2)c(=O)n1
 : -10%&19%&6%	2%	-6%	0.4%&0.0%	-2%	-8%	-1%	/	-3%	-1&-1

Results follow in this order: MLL CXXC-DNA inh	PTAP TSG101 blk	ELG1 DNA repair	B2AR arrestin	p53 reactivator	TCR act	AT treatment	a7 integrin act	BRCA1 expr act	TRPV1 agonist
CCC(=O)Nc1ccc2c(c1)nc1n2CCSC1
 : 2%	0%	?	-0.8%	2%	-2%	3%	13%[7.66 µM]	36%	0
CCC(NC(=O)C1CCCC1)c1ccccc1 (stereo unspecified)
 : /	-12%	/	/	/	-22%	/	?	1%	/
COc1ccc(-c2ccc(SCC(=O)NC3CCCCC3)nn2)cc1
 : 4%	-4%	?	-0.2%	24%	-1%	0%	5%	?	1
Cc1ccc(C(=O)NC(=S)Nc2ccc(Oc3ccc(Cl)cc3)cc2)cc1
 : ?	0%	-3%	-1.7%	2%	2%	7%	19%	-19%	0
CSCCC(NC(=O)c1cccc([N+](=O)[O-])c1)C(=O)O (stereo unspecified)
 : 12%	-1%	?	-0.9%	8%	-3%	3%	?	-5%	0
C=CCNC(=O)NC(=O)CSc1nc2cc([N+](=O)[O-])ccc2n1-c1cccc(C(F)(F)F)c1
 : -4%	1%	?	0.3%	1%	2%[46.1 µM]	/	-4%	-8%	1
CCOC(=O)N1CCN(S(=O)(=O)c2ccc3[nH]c(=O)oc3c2)CC1
 : 0%	0%	1%	0.4%	-1%	4%	-1%	10%	16%	0
C/C(=N\Nc1nncc2ccccc12)c1cccc(OC(F)F)c1
 : 2%	-1%	?	-0.6%	?	20%	-1%	?	?	5
CC(=O)NC(CC(=O)N(C)Cc1cccc(Cl)c1Cl)c1ccccc1 (stereo unspecified)
 : 6%	-1%	-3%	-0.2%	-4%	/	0%	-12%	-1%	1
COc1ccc(NC(=O)c2ccc(Cn3cc(Cl)cn3)cc2)cc1
 : 2%	-2%	3%	-0.7%	2%	3%	9%	31%	0%	-1
Cc1[nH]oc(=O)c1N=Nc1c(Cl)cccc1Cl
 : 8%	1%	-10%	0.5%	4%	-10%[46.1 µM]	6%	3%	-6%	-4
COc1cc(C(=O)OCc2nc3ccsc3c(=O)[nH]2)c([N+](=O)[O-])cc1OC
 : /	0%	-3%	-0.2%	12%	2%	0%	16%	-9%	-2
Fc1ccc(-c2oncc2-c2nnnn2-c2ccccc2)cc1F
 : 4%	-7%	0%	-0.6%	-8%	-3%[46.1 µM]	/	-5%	2%	4
N#C/C(=C\c1cccnc1)C(=O)Nc1ccccc1
 : 4%	-10%	18%	0.0%	1%	0%[46.1 µM]	3%	-12%	-2%	5
Cc1nc(Cc2nnc(SCC(=O)N3CCN(c4ccccc4)CC3)o2)cs1
 : /	-9%	-2%	0.0%	5%	-2%	3%	-4%	-19%	?

Results follow in this order: MLL CXXC-DNA inh	PTAP TSG101 blk	ELG1 DNA repair	B2AR arrestin	p53 reactivator	TCR act	AT treatment	a7 integrin act	BRCA1 expr act	TRPV1 agonist
CC1(C)C(=O)Nc2ccccc2N1C(=O)COC(=O)C1CCCCC1
 : 3%	-8%	11%	0.0%	6%	6%	-1%	-1%	-10%	-2
CCOC(=O)N1CCC(Nc2c(NCCCN3CCN(C4CCCCC4)CC3)c(=O)c2=O)CC1
 : 11%	-2%	3%	0.0%	0%	-13%	1%	-11%	16%	1
COc1ccc(S(=O)(=O)N2CCc3cc(OC)c(OC)cc3C2)cc1
 : -2%	-5%	10%	-0.2%	-6%	-5%	-12%	?	19%	-1
COc1ccccc1CNc1ccc(CNc2ncn[nH]2)cc1
 : 19%	-6%	-5%	0.1%	-3%	-11%	2%	12%	-23%	1
O=C(/C=C1\SC(=O)N(CC(=O)Nc2ccc(F)cc2)C1=O)Nc1ccc(Cl)cc1
 : 2%	4%	?	0.1%	?	-4%[46.1 µM]	0%	-8%	90%	1
CCOC(=O)/C=C/C(=O)Nc1cc(S(=O)(=O)Nc2ccc(OC)cc2)ccc1N1CCOCC1
 : /	-1%	?	-0.2%	-23%	5%	9%	-55%[inhibitor]	-42%	4
O=C(CCNS(=O)(=O)c1cccc2nsnc12)NC1CCCc2ccccc21 (stereo unspecified)
 : 2%	-4%	-26%	-0.2%	-4%	2%	-2%	18%	0%	-4
O=C(CCCOc1ccc(Cl)cc1Cl)N1CCc2ccccc2C1
 : 7%	0%	-8%	0.1%	18%	-3%[46.1 µM]	15%	-6%	2%	1
Cc1cccn2cc(CCNS(=O)(=O)c3cccc([N+](=O)[O-])c3)nc12
 : 0%	-3%	9%	-0.3%	3%	1%	-9%	0%	0%	0
O=C1CCC(C(=O)OCc2nnc(-c3ccccc3)o2)=NN1
 : /	1%	?	0.0%	6%	10%	3%	18%	17%	0
O=C(OCC(=O)N1CCCCC1)c1cc(NS(=O)(=O)c2ccc(Cl)c([N+](=O)[O-])c2)ccc1O
 : -6%	-2%	?	-0.4%	?	-1%[46.1 µM]	9%	-27%	-38%	-3
C/C=C/c1ccc(OCC(=O)Nc2cc(Cl)ccc2-n2cncn2)c(OC)c1
 : /	-1%	?	0.2%	-6%	-5%	-2%	27%	-33%	10
CC(=O)N1N=C(c2ccncc2)OC1(Cc1ccccc1)Cc1ccccc1
 : 9%	-1%	5%	-0.8%	-4%	0%	?	11%	-5%	?
COc1ccc(NC(=O)CSc2nc3ccccc3nc2N2CCCCC2)cc1
 : /	-3%	?	0.1%	4%	2%	4%	-11%	-1%	?
O=C(COc1ccccc1F)N1CCN(S(=O)(=O)/C=C/c2ccccc2)CC1
 : -3%	-2%	-15%	0.0%	-8%	2%[46.1 µM]	2%	11%	-32%	3
CCCOCCc1nnc(N)s1
 : -4%	-6%	0%	-0.2%	1%	-1%	3%	11%	0%	-1
COCCSc1nnc(NC(=O)CSc2ccccc2)s1
 : -4%	0%	0%	-0.2%	7%	-3%	-1%	14%	-2%	17

Compound activity from PubChem BioAssay.
